TR SRC2 fluor cs – Total Fluorescence Counterscreen for Inhibitors of the Interaction of Thyroid Hormone Receptor and Steroid Receptor Coregulator 2; TRb/SRC2 Texas Red total fluorescence interference; Potency, µM (highest dose often 106 µM), for the others: top-dose fluorescence change, negative = quenching; 0.29% of 280,000 active; active = well fitted curve in either direction with a large enough effect; inconclusive = small, poorly fitted or top-dose-only effect
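Flags fluorescent or light-absorbing compounds by total fluorescence, S + 2P, at 555 nm excitation and 632 nm emission. Mixture: 20 nM Texas Red SRC2 peptide, 0.6 uM human TRb LBD, 1 uM T3, 5% DMSO; compound exposure 5 h at ambient temperature.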
RECQ1 inh – qHTS Assay for Inhibitors of RecQ-Like Dna Helicase 1 (RECQ1); RECQ1 DNA unwinding, red fluorescence kinetic read; Potency, µM (doses to about 57.3 µM), for the others: at the highest dose activity, negative = inhibition, most hits filed as inhibitors; 0.54% of 240,000 active; AID 2549, 2010;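 also: plate controls were vehicle for no effect and no enzyme for full effect; nearly all actives have a fitted effect of over 30% in size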
Target sequence (P46063 whole entry, looked up): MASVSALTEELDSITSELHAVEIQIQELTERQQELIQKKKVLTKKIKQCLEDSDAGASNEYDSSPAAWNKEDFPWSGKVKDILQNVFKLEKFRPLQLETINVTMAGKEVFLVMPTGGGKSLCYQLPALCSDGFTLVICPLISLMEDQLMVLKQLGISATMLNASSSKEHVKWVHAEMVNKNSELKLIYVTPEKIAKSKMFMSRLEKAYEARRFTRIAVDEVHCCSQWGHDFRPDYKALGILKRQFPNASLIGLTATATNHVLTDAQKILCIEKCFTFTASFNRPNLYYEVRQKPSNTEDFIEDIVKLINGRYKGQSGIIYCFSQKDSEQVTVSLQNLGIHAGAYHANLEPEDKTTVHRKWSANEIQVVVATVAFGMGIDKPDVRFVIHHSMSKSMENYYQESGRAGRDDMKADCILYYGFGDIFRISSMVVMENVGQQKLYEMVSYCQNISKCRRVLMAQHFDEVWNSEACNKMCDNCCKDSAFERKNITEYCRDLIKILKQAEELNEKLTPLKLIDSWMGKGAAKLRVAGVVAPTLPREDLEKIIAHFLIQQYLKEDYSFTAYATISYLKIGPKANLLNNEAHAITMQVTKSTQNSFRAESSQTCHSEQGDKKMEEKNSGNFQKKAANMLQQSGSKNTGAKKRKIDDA
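RECQ1T1 50 nM; forked duplex (20 bp + 30-nt ss tails) 200 nM, ATP 2 mM final; pH 8.0, 2 mM MgCl2, 2.5 ug/ml poly(dI-dC); 15 min compound preincubation; discontinuous kinetic read over 2 h at RT.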
TRb SRC2 PPI – qHTS for Inhibitors of the Interaction of Thyroid Hormone Receptor and Steroid Receptor Coregulator 2; Thyroid hormone receptor beta (Homo sapiens), P10828; TRbeta-SRC2 peptide binding, fluorescence polarization; receptor liganded with 1 µM T3; Potency, µM (doses to about 106 µM), without a hit: top-dose activity change, negative = inhibition, usual class: inhibitors; 0.065% of 280,000 active; AID 1469, 2008;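 also: plate controls were bound peptide for no effect and peptide without receptor for full effect; nearly all actives have a fitted effect of over 50% in size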
Target sequence (P10828 whole entry, looked up): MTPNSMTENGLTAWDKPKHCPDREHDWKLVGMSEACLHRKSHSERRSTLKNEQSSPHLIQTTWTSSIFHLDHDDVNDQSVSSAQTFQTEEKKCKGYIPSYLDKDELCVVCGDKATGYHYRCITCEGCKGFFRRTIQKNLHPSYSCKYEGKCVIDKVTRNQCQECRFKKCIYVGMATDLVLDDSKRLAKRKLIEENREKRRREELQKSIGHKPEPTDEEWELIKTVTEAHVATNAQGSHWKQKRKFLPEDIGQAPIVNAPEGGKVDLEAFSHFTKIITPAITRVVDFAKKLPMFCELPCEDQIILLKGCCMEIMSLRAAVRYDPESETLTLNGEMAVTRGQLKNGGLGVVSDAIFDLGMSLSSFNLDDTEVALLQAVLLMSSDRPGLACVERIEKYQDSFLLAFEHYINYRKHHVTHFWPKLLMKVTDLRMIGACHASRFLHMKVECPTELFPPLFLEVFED
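Fluorescence polarization of 20 nM Texas Red SRC2 peptide with 0.6 uM human TRb ligand-binding domain, in Tris buffer with 1uM T3 and 5% DMSO. Incubated 5 hr ambient; normalized to unbound and bound controls.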
GAA inh – qHTS Assay for Inhibitors of Human alpha-Glucosidase as a Potential Chaperone Treatment of Pompe Disease. purified human GAA, 4-MU-alpha-glucoside fluorescence. Potency, µM (highest dose often 76.9 µM), for the others: at the top dose activity change, negative = inhibition, hits mostly inhibitors. 0.005% of 200,000 active. AID 1466, 2008;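 also: plate controls were uninhibited enzyme wells for no effect and no-enzyme background for full effect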
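Read-out is 4-methylumbelliferone fluorescence (Ex 365/Em 440 nm) after NaOH/glycine stop at pH 10. Enzyme 4 nM, substrate 400 uM, pH 5.0 citrate buffer, 20 min room temperature; AC50 from Hill-equation concentration-response.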
GAA spleen mod – qHTS Assay for Inhibitors and Activators of Human alpha-Glucosidase From Spleen Homogenate. Lysosomal alpha-glucosidase (Homo sapiens), P10253. human spleen homogenate, 4-MU-alpha-glucoside fluorescence. Potency, µM (titrated, usually from 79.9 µM), without a hit: at the top dose activity change, negative = inhibition, usual class: inhibitors. 0.006% of 240,000 active. AID 2112, 2009;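 also: 0% = enzyme with vehicle and -100% = no enzyme basal signal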
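Enzyme source: human spleen homogenate, 1 ug/well. Buffer 50 mM citric acid/K phosphate pH 5.0, 0.01% Tween-20. 4-MU-alpha-glucoside 1 mM; 37 C x 40 min; NaOH/glycine stop; fluorescence.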
L3MBTL1 inh – qHTS Assay for the Inhibitors of L3MBTL1; Potency, µM (highest dose often 57.1 µM), inactives show at the top dose activity, negative = inhibition, most hits filed as inhibitors; Lethal(3)malignant brain tumor-like protein 1 (Homo sapiens), Q9Y468; AlphaScreen L3MBTL1–H3K9me1 peptide binding; 0.66% of 230,000 active; also: nearly all actives have a fitted effect of over 60% in size
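L3MBTL1 50 nM + b-AHA-H3(1-15)K9me1 75 nM, 30 min RT; compound added, 30 min RT; streptavidin donor/Ni-chelate acceptor beads 10 ug/mL each final, 30 min RT dark; AlphaScreen read.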
GoLoco inh red – qHTS Assay for Inhibitors of RGS12 GoLoco Motif Activity (Red Fluorophore); Gai1:RGS12 GoLoco peptide FP, rhodamine, 10 min; Potency, µM (titrated, usually from 61.6 µM), for inactives: at the highest dose activity, negative = inhibition, hits mostly inhibitors; 0.44% of 230,000 active; active = well fitted inhibition curve with a large enough effect, not every such curve was filed as active; inactive = no such curve, though single readings can be large or run the other way; also: nearly all actives have a fitted effect of over 30% in size; many of its hits are not listed in these tables
GAA glycogen – qHTS Assay for Inhibitors and Activators of Human alpha-Glucosidase Cleavage of Glycogen; recombinant GAA, glycogen substrate, Amplex Red glucose oxidase fluorescence; Potency, µM (doses to about 76.4 µM), inactives show at the top dose activity change, negative = inhibition, hits mostly inhibitors; 0.38% of 300,000 active;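 also: 0% = full enzyme reaction and -100% = no-enzyme basal signal; the screen sought inhibitors and activators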
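qHTS, 1536-well; enzyme 4 nM final; cpd up to 77 uM; substrate bovine liver glycogen 30 ug; 50 mM citrate/phosphate pH 5.0, 0.01% Tween-20; 37 C, 40 min; Amplex Red detection 45 min RT; Hill fit → AC50.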
The depositor's hits bear a star; i = inactive; ? = inconclusive; · = no result given; & = joins results of further samples; [ ] = another dose, or the depositor's remark. Unless noted, calls follow the shape of the dose curve; as a rule, active = well fitted curve in the direction sought with a large enough effect; inconclusive = small, poorly fitted or top-dose-only effect, or another doubt; inactive = no such curve, though single readings can be large; an effect the other way counts as inactive or inconclusive. Unless noted, % is scaled to controls: 0 for no effect and ±100 for the full control effect; potency is read from the fitted curve at half-maximal effect. Only part of the results is shown; count on the stated rates, not on these rows.

| mol | TR SRC2 fluor cs | RECQ1 inh | TRb SRC2 PPI | GAA inh | GAA spleen mod | L3MBTL1 inh | GoLoco inh red | GAA glycogen |
| --- | --- | --- | --- | --- | --- | --- | --- | --- |
| C=CCn1c(O)c(CN2CCN(Cc3ccccc3)CC2)c(C)c(C#N)c1=O | 4.6% | -21.3% | -5.6% | -5.7% | -4.0% | · | 167.9%[activator] | 1.0% |
| COCCNC(=O)CCCn1c(=O)c2cc(OC)c(OC)cc2n(CC(=O)NCCC2=CCCCC2)c1=O | 0.0% | i | -2.9% | -0.6% | -7.5% | · | -3.5% | 5.9% |
| CCC1CCC(C(=O)NNC(=O)OC)CC1 (stereo unspecified) | 0.0% | -5.4% | -5.5% | -1.9% | 3.7% | -0.7% | 0.3% | -1.6% |
| Cn1c(N2CCN(S(=O)(=O)c3ccc(Cl)cc3)CC2)nc2ccccc21 | -2.1% | i | -5.2% | -5.0% | 3.2% | 0.4% | 9.8% | -12.3% |
| O=C(NC(=O)c1ccccc1)Nc1ccc(-c2cnco2)cc1 | -1.5% | i | 3.3% | · | 2.8% | 4.6% | 8.9% | 3.1% |
| O=C(NCCC(c1ccccc1)c1ccccc1)c1cnccn1 | -1.4% | -4.1% | 8.2% | 4.1% | -2.1% | 14.3% | 18.1% | -1.2% |
| COC(=O)C1(C)CCc2cc(OC)ccc2C1=O (stereo unspecified) | -1.9%[53 µM] | -12.5% | 6.4%[53 µM] | 5.1% | -6.7% | 4.5% | -1.7% | 0.7% |
| c1ccc2c(c1)nnn1c3ccccc3nc21 | -4.2% | -3.0% | 0.7% | 10.5% | 6.6% | 8.1% | 6.3% | 5.6% |
| Cc1cc(=O)[nH]c(SCC(=O)Nc2nc(-c3ccccc3)c(-c3ccccc3)o2)n1 | -1.8% | 0.3% | 0.3% | 3.2% | 3.1% | -8.0% | 9.3% | -1.2% |
| Cc1oc(-c2ccc(Cl)cc2)nc1CS(=O)CC(=O)NCc1cccs1 (stereo unspecified) | 0.3% | -3.4% | -14.4% | -3.5% | -10.2% | · | 14.9% | -12.3% |
| O=C(OCc1ccccc1)/C(=C/c1ccc(Cl)cc1)NC(=O)c1ccccc1Cl | -1.7% | i | -15.1% | -1.8% | -0.8% | 1.3% | 0.6% | 13.4% |
| COC(=O)c1ccc(S(=O)(=O)NCc2ccc(S(N)(=O)=O)cc2)o1 | -0.5% | i | -0.3% | -4.1% | -1.0% | -2.8% | 12.1% | 5.3% |
| O=C(CSc1ccc([N+](=O)[O-])cn1)Nc1ccc2c(c1)OCCO2 | -1.1% | -9.5% | 0.2% | ? | -20.1% | -0.3%[11.4 µM] | 6.9% | -2.2% |
| CCCCn1nnc(NC(=O)c2ccc([N+](=O)[O-])cc2Cl)n1 | 2.3% | -0.8% | 1.7% | · | 1.5% | · | 2.9% | -3.8% |
| Cc1c(Cl)cccc1NC(=O)Nc1ccc(C(=O)N2CCCC2)cc1 | -0.5% | -13.5% | -5.2% | 2.8% | 6.2% | 10.0% | -11.2% | -6.8% |
| CCc1sc(NC(C)=O)nc1-c1ccccc1 | -2.0% | 13.1% | -0.2% | 4.3% | 12.4% | -20.5% | 12.8% | 14.2% |
| O=[N+]([O-])c1sccc1CS(=O)(=O)c1ccccc1 | -3.7% | i | 4.4% | · | 4.0% | 11.0% | 14.2% | 5.8% |
| CC(=O)Nc1ccc(Oc2sc(C(=O)c3ccccc3)c(N)c2C#N)cc1 | 0.7% | i | -0.8% | -6.1% | -1.6% | -3.6% | -2.7% | -3.8% |
| Cc1c(C(C)NC(=O)Nc2ccc(F)cc2F)cnn1C (stereo unspecified) | 2.2% | -10.6% | -2.5% | -1.1% | 2.9% | -6.3%[11.4 µM] | 8.9% | -8.5% |
| Cc1ccc(C(=O)N2CCN(c3ccccc3F)CC2)cc1S(=O)(=O)N1CCOCC1 | -0.8% | i | -6.8% | 1.7% | -0.2% | · | 5.7% | -14.7% |
| CC(NC(=O)C(c1ccccc1)c1ccccc1)C(=O)O (stereo unspecified) | -1.0% | -2.0% | -12.8% | -3.4% | -16.8% | 5.3% | · | 8.6% |
| O=C(NC1CCCC1)c1ccc2nc[nH]c2c1 | -5.6% | -9.7% | 0.0% | -6.1% | 4.1% | · | -4.2% | 2.6% |
| COc1ccc(Cl)cc1N=Nc1ncc[nH]1 | -2.7%&-5.6% | -1.7%&-4.5% | 8.9%&4.8% | · | 3.9%&9.9% | · | 7.6%&-1.3% | · |
| CC1Cc2ccccc2N1C(=O)CSc1nnc(NC(=O)Cc2cccs2)s1 (stereo unspecified) | 6.7% | ? | 2.5% | -2.9% | 0.2% | · | 84.0%[activator] | 1.1% |
| COc1cccc(C(c2nnnn2C(C)(C)C)N2CCN(C3CCCCC3)CC2)c1OC (stereo unspecified) | -1.9% | 15.1% | -5.9% | -3.2% | -2.7% | -4.0% | -6.2% | -19.1% |
| CC(=O)Nc1c(C)cc(OCC(=O)O)cc1C | -4.1% | -0.2% | 1.7% | · | -0.7% | 4.8% | 2.0%[14.2 µM] | 1.3% |
| CCC1=C2CC[C@H]3C(=O)N(C)C(=O)[C@H]3[C@H]2[C@@]2(Cc3ccccc3)C(=NCC3CC3)OC(=O)N2C1=O | -1.9% | -6.2% | -1.2% | · | -2.0% | · | 2.0% | · |
| CC(=O)c1ccc(NCCC(=O)c2ccccc2)cc1 | -2.0% | 13.5% | -1.0% | 1.5% | 3.5% | -2.8% | 15.5% | -3.5% |
| CCn1c2ccccc2c2nnc(SCC(N)=O)nc21 | -3.6% | -4.0% | 4.2% | -7.9% | -2.5% | · | 0.8% | -0.9% |
| Oc1ccccc1-c1nc2ccccc2nc1-c1ccccc1 | -1.0% | -5.1% | 1.2% | · | -18.6% | ? | -1.0% | 8.7% |
| CCc1cccc(Nc2cc(C)nc3ncnn23)c1 | -0.5% | 2.7% | -2.6% | -5.8% | 0.8% | 2.2% | 6.8% | 7.9% |
| O=C(O)CCC(=O)Nc1ccc(S(=O)(=O)Nc2nccs2)cc1 | -1.3% | -0.1% | 6.5% | 1.2%[15.4 µM] | -3.4% | 1.6% | -0.8% | 3.3% |
| O=C(COc1ccccc1)Nc1ncccn1 | -3.0% | -2.3% | -15.9% | ? | 1.4% | · | 4.1% | 0.6% |
| O=[N+]([O-])c1ccc(Nc2ccc3ccccc3c2)nc1 | -9.7% | 2.0% | -8.1% | -3.0% | -5.3% | 4.5% | 2.6% | 6.5% |
| N=c1ccn(Cc2cccc(F)c2)cc1 | 1.3% | -4.1% | 8.8% | · | 3.3% | -6.4% | -2.0% | 2.6% |
| Nc1ncc(Br)cc1Br | 0.1% | 0.6% | -2.1% | 2.0% | -6.6% | 10.2% | -1.4% | -7.0% |
| N#Cc1c(Nc2ccccc2Cl)s[nH]c1=O | -1.8% | -10.0% | -2.8% | · | -0.4% | 51.5%[activator] | -19.0% | -14.1% |
| C#CCN(C(=O)Nc1ccccc1)c1ccccc1 | 1.2% | i | -12.7% | 5.1% | 6.1% | 15.9% | 9.3% | 0.0% |
| Cc1ccccc1CN1C(=O)CS/C1=N/N=C/c1ccco1 | -2.6% | -9.8% | -4.2% | · | 4.1% | · | 32.7%[activator] | -6.0% |
| CNc1nc(=S)[nH]c2ccccc12 | -1.5% | -8.2% | -4.9% | · | -14.0% | 11.5% | -5.7% | -8.5% |
| CC(=O)Oc1cc2c(C(=O)NCCCN3CCOCC3)c(C)oc2c2ccccc12 | -3.0% | -6.3% | ? | -4.1% | -2.2% | -7.4% | -1.3% | ? |
| CCc1nn(-c2ccccc2)c(N)c1C#N | -4.3% | -1.5% | 1.0% | ? | 0.6% | 5.2% | 9.5% | 1.9% |
| Cc1ccc(NC(=O)C(C)N2C(=O)c3ccccc3C2=O)cc1 (stereo unspecified) | 2.0% | -3.4% | -14.6% | -3.9% | 6.0% | -3.2% | · | 0.9% |
| NC(=O)CN(c1ccccc1)C1SC(=O)N(Cc2ccccc2)C1=O (stereo unspecified) | -5.7% | -15.0% | -2.0% | -1.3% | -2.3% | 9.5% | 0.2% | -11.7% |
| Cc1csc(=N)n1CC(=O)N1CCc2ccccc21 | 0.0% | i | -3.8% | ? | 2.3% | 1.4% | -1.3% | 5.5% |
| CCCC1CCc2c(c3ccccc3[nH]c2=O)O1 (stereo unspecified) | -0.9% | -4.8% | 0.5% | -7.6% | 0.3% | · | 7.8% | -9.6% |
| O=C(NC(C(=O)c1ccccc1)N1CCCCCC1)c1ccco1 (stereo unspecified) | 2.3% | -6.8% | 4.4% | 4.0% | 3.5% | 5.9% | 3.9% | 0.7% |
| CCN(C(=O)COC(=O)/C=C/c1ccccc1[N+](=O)[O-])C1CCS(=O)(=O)C1 (stereo unspecified) | -2.9% | -6.7% | 2.4% | 4.0% | 6.4% | -2.3% | 2.9% | 13.4% |
| CCOC(=O)c1cccc(NC(=O)/C(=C\c2ccccc2)NC(=O)c2ccccc2Cl)c1 | 0.0% | -0.1% | 2.7% | -4.6% | -3.6% | 4.0% | · | 1.1% |
| CCn1cc(C(=O)NCc2ccco2)c(=O)c2cc(S(=O)(=O)N3CC(C)CC(C)C3)ccc21 (stereo unspecified) | -0.9% | -1.5% | -6.3% | -4.3% | -9.2% | 6.7% | 17.2% | -15.9% |
| CC1(c2ccc(Cl)cc2)NC(=O)N(CC(=O)NCc2cccs2)C1=O (stereo unspecified) | -3.3% | -3.8% | 2.7% | -5.7% | -2.1% | 4.9% | -3.1% | 0.0% |
